UTI89 phage lysis: inhibition of K1F phage lysis, E. coli UTI89, bacterial capsule biogenesis inhibitors, alamar blue (AID 488966). inhibition, % at 100 µM, or IC50 in µM where a hit was titrated. E. coli UTI89 K1F phage lysis, alamar blue, 2 h; higher % means a stronger effect. 0.02% of 340,000 active;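 active = phage lysis inhibition, versus mean bacterial control, above a set limit; inconclusive = no clear call, values can overlap the other calls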;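 also: capsule biogenesis inhibitors block K1F phage lysis so surviving cells raise fluorescence; higher fluorescence means more inhibition of phage lysis; actives were called in the ten point dose series up to 300 µM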
Hep lipid drop: inhibitors of hepatocyte lipid droplet formation, primary screen, imaging, high-throughput imaging, BODIPY stain; AML12 mouse hepatocytes, oleate lipid droplets; inhibition, % at 6.5 µM; 0.4% of 240,000 active;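 active = lipid droplet intensity inhibited by at least 50%, with more than 500 cells counted; inconclusive = wells with under 300 cells, treated as cytotoxic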
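Test system: AML12 mouse liver cells; schedule: overnight exposure; technique: high-content imaging of BODIPY-stained droplets and DAPI nuclei; read-out: % inhibition of corrected integrated BODIPY droplet signal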
PMI inhibitors: inhibitors of human PMI, primary screen, biochemical, fluorescence intensity, coupled assay (AID 1209) | inhibition, % at 20 µM, or IC50 in µM where a hit was titrated | 0.42% of 190,000 active | Mannose-6-phosphate isomerase (Homo sapiens) | purified PMI enzyme, coupled fluorescence intensity; higher % means a stronger effect;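 also: plate controls were DMSO vehicle for no effect and wells lacking substrate for full effect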
TNAP activation fold: human TNAP enzyme activators, primary screen, biochemical, luminescent, no phosphate acceptor, uHTS (AID 1001); purified TNAP, luminescent activation assay, no phosphate acceptor; higher activation fold means a stronger effect; one-dose activation fold at 20 µM; EC50 in µM for titrated hits; 0.03% of 200,000 active; in the data active = activation fold from about 3, or a potency from the dose series; inactive = the rest, 99 in 100 with activation fold below about 1.6; also: many of its hits are not listed in these tables
M17LAP inhibition: P. falciparum M17LAP inhibitors, primary screen, biochemical, fluorogenic H-Leu-NHMec substrate, 1536-well (AID 1619); Leucine aminopeptidase (Plasmodium falciparum (isolate 3D7)); recombinant M17LAP, H-Leu-NHMec fluorogenic kinetic assay; higher % means a stronger effect; inhibition, % at 30 µM; hits with a dose series show IC50 in µM; 0.38% of 220,000 active;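 active = compound inhibiting the enzyme by more than half at any dose during confirmatory dose-response retesting; inconclusive = strong single-dose inhibitors picked by rank but not retested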;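 also: plate controls were full reaction with DMSO carrier for no effect and no enzyme background for full effect; strong numbers were not always called active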
Siah-1 displacement: Siah-1 peptide-binding antagonists, primary screen, biochemical, fluorescence polarization, rhodamine-plectin, uHTS (AID 1817); displacement, % at 20 µM, or IC50 in µM where a hit was titrated; E3 ubiquitin-protein ligase SIAH1 (Homo sapiens); Siah-1 / rhodamine-plectin peptide fluorescence polarization; higher % means a stronger effect; 0.02% of 290,000 active;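 active = displacement of at least 50% at 20 µM, with a fluorescence ratio check between 0.3 and a set limit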;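 also: plate controls were Siah plus tracer with DMSO for no effect and tracer alone without Siah for full effect; strong numbers were not always called active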
XIAP antagonists: XIAP antagonists, biochemical, IAP family, fluorescence polarization (AID 1018); E3 ubiquitin-protein ligase XIAP (Homo sapiens); XIAP BIR domain, fluorescence polarization peptide displacement; higher % means a stronger effect; displacement, % at 20 µM, or IC50 in µM where a hit was titrated; 0.007% of 200,000 active; in the data active = displacement above about 50%; also: a part of the inactive calls stands beside numbers as strong as those of hits
P. falciparum M1AAP: P. falciparum M1AAP inhibitors, biochemical, fluorogenic H-Leu-NHMec substrate, 1536-well (AID 1445); recombinant M1AAP, H-Leu-NHMec fluorogenic kinetic assay; higher % means a stronger effect; inhibition, % at 30 µM; hits with a dose series show IC50 in µM; 0.42% of 220,000 active;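 active = primary inhibition above the hit cutoff, then over 50% inhibition at one or more dose response concentrations, cut at about 23% in these data, passing the limit was not always enough; inconclusive = conflicting primary data, or primary hits not chosen for dose response; inactive = low primary inhibition, or under 50% at every dose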;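 also: plate controls were DMSO full reaction for no effect and no enzyme background for full effect; strong numbers were not always called active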
human PMI inhibitors: human PMI inhibitors, high substrate, primary screen, biochemical, fluorescence intensity, high mannose 6-phosphate (AID 1220) | inhibition, % at 20 µM; hits with a dose series show IC50 in µM | Mannose-6-phosphate isomerase (Homo sapiens) | 0.66% of 190,000 active | recombinant PMI enzyme, coupled fluorescence intensity; higher % means a stronger effect
Hep lipid drop cells 6.5 µM: recorded beside Hep lipid drop, whose call it bears; cell count; measured here: cell count, cytotoxicity flag;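 cells counted across two imaged fields per well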
An asterisk follows results filed as active; ? = inconclusive; . = no result given; [ ] = dose if it differs, or a comment. Rule as the data show it, unless noted: active = inhibition above about 50%; inactive = the rest.

SMILES	UTI89 phage lysis	Hep lipid drop	Hep lipid drop cells 6.5 µM	PMI inhibitors	TNAP activation fold	M17LAP inhibition	Siah-1 displacement	XIAP antagonists	P. falciparum M1AAP	human PMI inhibitors
Cc1ccc(Cl)cc1N1CCN(C(=S)NCCc2ccccc2)CC1	0.3%	1	659	10%	1.4	3%	2%	-14%	4%	7%
CC1=C(C)CC(C(=O)Nc2ccc(C(=O)N3CCOCC3)cc2)C(C(=O)O)C1 (stereo not given)	2.5%	2	658	-1%	1	6%	4%	-4.8%	-6%	-6%
COc1ccccc1CNC(=O)c1ccc(OC(C)C)cc1	1.1%	2	684	-7%	1.6	1%	4%	-4.4%	1%	-9%
Cc1ccc(C(=O)NC(=S)Nc2ccc(-c3ccc(CO)o3)cc2)cc1	-1.6%	10	717	-3%	0.9	5%	5%	-9.3%	-2%	-46%
c1ccc(-n2nnnc2-n2ccnc2)cc1	0.2%	8	737	9%	1.1	1%	4%	-6.9%	-5%	16%
O=C(COc1cccnc1[N+](=O)[O-])NCCc1ccc(Cl)cc1Cl	0.1%	8	670	-2%	0.9	7%	1%	-2.8%	5%	-2%
Cc1cc2cc(CCNC(=O)c3ccc(Br)o3)c(=O)[nH]c2cc1C	-0.4%	.	.	10%	1.1	4%	-1%	-7.7%	15%	22%
Cc1ccc(-c2cc(C(F)(F)F)n3nc(C(=O)NCCCn4ccnc4)cc3n2)cc1C	0.3%	6	592	15%	1	-9%	2%	0.9%	4%	21%
Cc1cccc(NC(=O)CN(C)S(=O)(=O)c2cccc3cccnc23)c1C	0.2%	-7	719	.	.	7%	3%	.	7%	.
Nc1nc(SCc2ccc([N+](=O)[O-])cc2)c2ncn(C3OC(CO)C(O)C3O)c2n1 (stereo not given)	1.1%	-6	694	-14%	1	0%	-1%	-2.6%	-2%	-4%
COC(=O)c1cc2ccsc2n1CC(=O)N1CCCc2ccccc21	0.9%	-14	737	14%	1.1	3%	-2%	-5.1%	3%	4%
O=C(Nc1c(-c2cccs2)nc2ccccn12)c1ccccc1F	-0.2%	9	735	-6%	1.1	9%	5%	3.5%	8%	-6%
O=C(Cc1nc2ccccc2[nH]c1=O)c1ccccc1	0.4%	-10	695	-6%	1	0%	4%	-4.9%	3%	-2%
O=C(CN(Cc1ccco1)C(=O)CNS(=O)(=O)c1ccccc1)NC1CCCCC1	0.4%	.	.	-9%	1	12%	0%	-4.8%	-3%	-4%
CCOC(=O)c1c(NC(=O)c2cccnc2Cl)sc(C(=O)N(C)C)c1C	1.1%[50 µM]	46	722	-4%	1.1	2%	4%	-0.2%	15%	-11%
S=C(NCCN1CCOCC1)Nc1cccc(Cl)c1	0.8%[50 µM]	.	.	2%	1.1	-8%	8%	-0.7%	-7%	-1%
CCOc1cc(CNC(=O)CN2C(=O)c3ccccc3S2(=O)=O)ccc1OC	1.0%	30	766	8%	1.1	8%	-6%	-4.8%	6%	6%
c1coc(CN2CCN(C(c3cccs3)c3nnnn3C3CCCC3)CC2)c1 (stereo not given)	2.0%	.	.	5%	1.1	-8%	5%	-2.6%	2%	-5%
CC(=O)c1ccc(N2CCN(C(C)C(=O)NC3CCCc4ccccc43)CC2)cc1 (stereo not given)	5.0%	-6	565	6%	1.1	12%	-1%	-1.2%	4%	4%
CC(O)Cc1nsc(NC(=O)c2ccc(Br)o2)n1 (stereo not given)	0.4%	0	680	6%	1.2	-12%	1%	-2.4%	-2%	7%
Cc1noc(C)c1/C=N/Nc1ccccn1	0.2%	-12	718	8%	1.1	1%	1%	-8.7%	2%	11%
O=C(O)c1ccc(N/N=C/c2ccc(-c3cccc(Cl)c3)o2)cc1	-1.4%[50 µM]	40	704	.	.	0%	-5%	.	13%	.
COc1ccc(C2=NN(c3ccccc3)C(=O)/C2=C\c2ccc(O)c(OC)c2)cc1	-0.4%	0	721	12%	0.5	20%	0%	-2.5%	8%	26%
O=C1CC(=O)C(n2cncn2)C(c2c(F)cccc2Cl)C1 (stereo not given)	1.5%	3	709	16%	1.2	24%	4%	-1.6%	0%	7%
CC(=O)NCC(=O)OCC(=O)c1ccc(C)cc1	0.4%	.	.	0%	1	4%	-1%	-0.1%	-1%	3%
CCN1CCN(CC(=O)Nc2cc(C)on2)CC1	-1.7%	13	666	-6%	1.2	-4%	5%	-4.1%	-4%	-14%
C/C(=N\OC(=O)c1c(-c2ccccc2Cl)noc1C)c1nccs1	0.1%	-14	670	13%	1	-2%	1%	-8.5%	-11%	6%
CCCOc1ccc2c3c(c(=O)oc2c1OCCC)CCC3	3.3%	.	.	8%	1.2	5%	-1%	-4.7%	11%	-4%
Nc1nc(SCC(=O)Nc2ccccc2)[nH]c(=O)c1-c1ccccc1	6.4%	5	788	-2%	1.1	8%	4%	-3.1%	0%	1%
COc1ccc(-c2csc3nc(C(C)(C)C)oc(=O)c23)cc1OC	-0.1%	-1	742	3%	1.1	1%	-3%	-4.3%	2%	-2%
CCOc1ccccc1N/C(=C(/C(Cl)=C(Cl)Cl)[N+](=O)[O-])n1cncn1	0.1%	-7	796	-25%	1.2	-6%	2%	-3.0%	16%	-38%
Nc1cccc(-c2cn3cc(C(F)(F)F)cc(Cl)c3n2)c1	0.1%	0	616	15%	1	-17%	5%	-7.6%	9%	17%
COC(=O)c1sc(S(=O)(=O)N2CCC(C)CC2)c(C(=O)OC)c1C	0.2%	.	.	9%	1.1	0%	-2%	-1.9%	4%	4%
COc1ccc(S(=O)(=O)Nc2cccc(/C=C/C(=O)O)c2)cc1	-0.3%	0	700	-7%	1.2	49%	-4%	1.1%	1%	-5%
COC(=O)Nc1ccc(S(=O)(=O)N2CCC(Cc3ccccc3)CC2)cc1	0.4%	15	811	11%	0.9	1%	-4%	-6.9%	8%	5%
COc1cccc(-c2nc(-c3ccccn3)no2)c1	.	.	.	7%	1.1	11%	-5%	-4.2%	0%	6%
CCN(CC)S(=O)(=O)c1cc(C(=O)Nc2cccnc2)ccc1Cl	?	-37	819	7%	1.1	2%	-4%	-6.3%	2%	3%
COc1ccc(CCNC2CC(=O)N(CCc3ccc(OC)c(OC)c3)C2=O)cc1OC (stereo not given)	0.3%	2	762	2%	1.1	-5%	-1%	-3.2%	3%	2%
COc1ccc(N2C(=O)CC(Sc3nc(C)c4c(n3)CCCC4)C2=O)cc1 (stereo not given)	0.0%	.	.	5%	1.1	-11%	0%	0.6%	11%	8%
O=C(O)c1cccc(N2C(=O)c3cccnc3C2=O)c1	1.2%	25	684	2%	1.2	13%	7%	-1.3%	-4%	0%

3 records drawn at random from those above:
SMILES	UTI89 phage lysis	Hep lipid drop	Hep lipid drop cells 6.5 µM	PMI inhibitors	TNAP activation fold	M17LAP inhibition	Siah-1 displacement	XIAP antagonists	P. falciparum M1AAP	human PMI inhibitors
CCN1CCN(CC(=O)Nc2cc(C)on2)CC1	-1.7%	13	666	-6%	1.2	-4%	5%	-4.1%	-4%	-14%
c1ccc(-n2nnnc2-n2ccnc2)cc1	0.2%	8	737	9%	1.1	1%	4%	-6.9%	-5%	16%
S=C(NCCN1CCOCC1)Nc1cccc(Cl)c1	0.8%[50 µM]	.	.	2%	1.1	-8%	8%	-0.7%	-7%	-1%

(more compounds)
SMILES	UTI89 phage lysis	Hep lipid drop	Hep lipid drop cells 6.5 µM	PMI inhibitors	TNAP activation fold	M17LAP inhibition	Siah-1 displacement	XIAP antagonists	P. falciparum M1AAP	human PMI inhibitors
O=C(NCCCn1ccnc1)c1cc2cc([N+](=O)[O-])ccc2oc1=O	2.0%[50 µM]	-1	593	17%	1	32%	-4%	-0.7%	9%	10%
O=c1ccc(Cc2ccccn2)n[nH]1	1.7%	5	815	-4%	1.1	-1%	0%	-5.1%	-15%	-5%
CCOC(=O)CCCSc1nc(-c2ccc3c(c2)OCO3)cc(C(F)(F)F)c1C#N	0.3%	-16	683	12%	1.2	15%	-5%	-8.5%	2%	-4%
Cc1cc(C)c(N=C2SCC(=O)N2Cc2ccco2)c(C)c1	-0.9%	-5	701	.	.	0%	5%	.	4%	.
CCC(C)(C)n1nnnc1CN1CCC(NC(=O)c2ccccc2C)CC1	0.5%	6	799	-5%	1.1	-1%	1%	-5.6%	1%	-9%
Cn1c(N)c(C(=O)COC(=O)c2cc(C(F)(F)F)nc3ccccc23)c(=O)n(C)c1=O	.	-3	710	4%	1	8%	2%	-8.1%	7%	5%
COc1ccc(-n2cc(-c3ccccc3)c3c(=O)[nH]cnc32)cc1	-1.4%[50 µM]	-3	683	10%	1	9%	2%	-1.0%	1%	12%
CCOC(=O)CCCNC(=O)CCNC(=O)c1ccc(OCC)cc1	0.4%	18	719	5%	1	-4%	1%	-4.1%	1%	3%
CC1(C)CC(=O)C/C(=N\NC(=S)NCc2ccccc2)C1	0.0%	-1	698	-8%	1	61%	-3%	-13%	4%	10%
O=C(O)C1CC(=O)N(c2ccc(F)cc2)C1 (stereo not given)	0.8%	1	668	2%	1.1	-4%	-4%	-3.8%	7%	-3%
COc1ccc2nc(NC(=O)C3CCCN3S(=O)(=O)c3ccc(C)cc3)sc2c1 (stereo not given)	-0.3%	.	.	2%	1.1	-8%	2%	-1.7%	10%	2%
CCC(=O)OCC(=O)Nc1cc([N+](=O)[O-])ccc1Cl	?	-32	661	-12%	1	-1%	9%	-5.1%	-2%	-1%
O=C(Nc1ccccc1F)N1CCCC1c1cccnc1 (stereo not given)	-1.1%	1	712	.	.	5%	-4%	.	4%	.
O=C(C1COc2ccccc2O1)N1CCN(Cc2ccc3c(c2)OCO3)CC1 (stereo not given)	0.9%	.	.	-7%	1.2	24%	1%	-0.8%	-3%	-5%
CC(=O)N1CCN(S(=O)(=O)c2cccc(C(=O)NC3CCCc4ccccc43)c2)CC1 (stereo not given)	-0.1%	.	.	-5%	1	4%	0%	-2.0%	-5%	-3%
N#Cc1c(N)nc2c(c1-c1cccnc1)CCCCC2	0.1%	.	.	-4%	1.1	-2%	0%	-4.1%	11%	-5%
Cc1cc(C)cc(OCC(O)CN2C(=O)NC(C)(C)C2=O)c1 (stereo not given)	-0.5%	.	.	-3%	1.2	2%	4%	-2.3%	4%	-7%
O=C1CC(N2CCN(C/C=C/c3ccccc3)CC2)C(=O)N1CCc1ccccc1 (stereo not given)	2.5%	.	.	-1%	1.1	-5%	0%	-1.1%	0%	0%

Assay outcomes as filed in PubChem.
